Pf Dd2 growth – Plasmodium falciparum Dd2 growth inhibition; P. falciparum Dd2 growth, SYBR Green, 72 h; Potency, µM (series often up to 28.9 µM), for the others: at the top dose activity, negative = inhibition, usual class: inhibitors; 120,000 tested, 4.3% active; AID 1347417; active = well fitted inhibition curve with a large enough effect; inconclusive = small, poorly fitted or top-dose-only effect; inactive = no such curve, though single readings can be large or run the other way;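 note: plate controls were DMSO vehicle for no effect and reference drug for full effect; nearly all actives have a fitted effect of over 65% in size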
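Infected erythrocytes (Dd2, 0.3% parasitemia, 2.5% hematocrit final) are added to compound in RPMI-1640/Albumax II medium, grown 72 h at 37C in low oxygen, then lysed with saponin/Triton-X containing SYBR Green and read by fluorescence.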
Numbers without * were called inactive; i = inactive; ? = inconclusive; [ ] = dose if it differs, or a comment. Potency is the fitted concentration of half-maximal effect.

SMILES	Pf Dd2 growth
C[C@@H](NC(=O)c1ccc2c(c1)OCO2)c1onc(-c2ccc(F)cc2)c1C(=O)O	17%[44.1 µM]
CN1CCN(c2ncnc3sc4c(c23)CCNC4)CC1	?
COC(=O)c1ccccc1NC(=O)CN1C(=O)NC(c2ccc(C)cc2)C2=C1COC2=O (stereo unspecified)	i
CCC(=O)NCc1ccccc1-c1ccnc(C)c1	-1%
Cc1ccc(CCNC(=O)c2ccc3c(c2)N(Cc2cccc(C)c2)C(=O)c2ccccc2S3(=O)=O)cc1	-2%
O=C(c1c(F)cccc1F)N1CCC(n2cc(-c3nc(-c4ccccc4)no3)nn2)CC1	4%
CN1[C@@H](CCC(=O)NCc2cccs2)CNC(=O)[C@@H]2[C@H]1CCN2Cc1cccc(Cl)c1	?
CCOc1ccc(S(=O)(=O)c2cn(Cc3ccccc3C)c3ccc(OC)cc3c2=O)cc1	4.5µM*
COCC1CN(C(C)=O)CC12CCN(Cc1ccccc1C(F)(F)F)CC2 (stereo unspecified)	-24%
COc1cccc(-c2cc3c(ccn3C)c(C(=O)NCc3c(C)cc(C)[nH]c3=O)n2)c1	10µM*
Cc1ccc(S(=O)(=O)N2C[C@@H](C(N)=O)[C@H](C3CCN(C)CC3)C2)cc1Cl	-4%
CN1CC(=O)N(C2CCCNC2)Cc2c(NCC3CCCCC3)ncnc21 (stereo unspecified)	-13%
Cc1cc(-c2ccc(C)c(S(=O)(=O)Nc3ccccc3C(F)(F)F)c2)on1	45%[activator]
CN1CCN([C@@H]2[C@H](O)[C@H](CO)O[C@@H]2CNC(=O)c2ccco2)CC1	-11%[44.1 µM]
O=C(Nc1ccc(Oc2ccccc2)cc1)O[C@@H]1CO[C@H]2[C@@H]1OC[C@@H]2NC(=O)c1cnccn1	-22%
COCC1CN(S(=O)(=O)c2cccnc2)CC12CCNCC2 (stereo unspecified)	21%
COc1ccccc1OCc1cc(C(=O)N2CCCCCCCC2)n[nH]1	?
COC(=O)COc1cccn2c(=O)c(-c3cc(C)n(-c4ccc(Cl)c(Cl)c4)n3)c(C)nc12	?
COc1ccc(C)cc1NC(=O)c1cc(S(=O)(=O)N2CCC(C)CC2)ccc1F	?
CN(CC(=O)N1CCc2c(c(-c3nncn3Cc3ccccc3)nn2C)C1)S(=O)(=O)c1cnc[nH]1	-15%
COc1ccc(S(=O)(=O)N2CCC(n3cnnc3-c3ccccc3)CC2)cc1	?
CCN1CCC(OCCCNC(=O)C2(CCO)CC23CCOCC3)CC1 (stereo unspecified)	?
CCC1(O)CCC12CCN(C(=O)c1cc(C)n(C)n1)CC2 (stereo unspecified)	-12%
O=C(NCc1ccccn1)C1c2ccccc2CC(=O)N1Cc1ccccc1 (stereo unspecified)	-22%
O=C1COc2ccc(S(=O)(=O)N3CCCn4nc(CO)cc4C3)cc2N1	-10%
Cc1ccc(Sc2c(C)nn(C(=O)COc3ccc(F)cc3)c2C)cc1	141%[activator]
COC[C@]1(O)CCN(C(=O)c2csc(C)c2)CC1(C)C	6%
CC1CCN(S(=O)(=O)c2cc3c4c(c2)C(C)C(=O)N4CCC3)CC1 (stereo unspecified)	22%
O=C(c1ccccc1F)N1CCC2(CCCCO2)CC1	5%
Cn1cc(CN2C[C@H](O)C[C@H]2c2nc(-c3cccc([N+](=O)[O-])c3)no2)c2ccccc21	-4%[44.1 µM]
CCN(CC)c1ccc(NC(=O)c2sc3nc(-c4ccccc4)cn3c2C)cc1	i
Cc1cc(C(=O)N2CC[C@@](C)(O)[C@@H](O)C2)c2cc(Cl)ccc2n1	0%
Cc1ccc(C(=O)N2CCNC(=O)C2Cc2ccccc2)c(F)c1 (stereo unspecified)	6%
Cc1cc(C)cc(NC(=O)C(Cc2ccccc2)NS(=O)(=O)c2ccc3c(c2)c(=O)n(C)c(=O)n3C)c1 (stereo unspecified)	?
O=c1c2nc(OCc3ccc(F)cc3)ccc2ncn1C1CC1	?
Cc1ccccc1C1CCCN1Cc1ncccc1C(=O)O (stereo unspecified)	-3%
COc1ccc(C(C)NC(=O)c2c(C)oc3ccn(Cc4cccc(F)c4)c(=O)c23)cc1 (stereo unspecified)	?
O=C(CN1CCC2(CC1)NC(=O)CC2C(=O)O)NCCc1ccc(F)cc1 (stereo unspecified)	-18%
N#Cc1cccc(CN2CC[C@@H]3OCC(=O)N(c4ccccc4)[C@H]3CC2)c1	i
COc1ccc(NC(=O)Cn2c(=O)n(-c3cccc(C(F)(F)F)c3)c(=O)c3sccc32)cc1	12%
CCOC(=O)N1CCc2c(sc(NCc3sccc3C)c2C(=O)Nc2cc(OC)ccc2OC)C1	?
CC1(Cc2ccc3c(c2)OCO3)CCCN(C(=O)c2ccc3n[nH]nc3c2)C1 (stereo unspecified)	-7%
COCCOC(=O)C1=C(C)N=C2SC=C(CC(=O)N3CCOCC3)N2C1c1ccc(C)cc1C (stereo unspecified)	i
Cc1ccccc1CNC(=O)c1sc2ncnc(N(C)C3CCCCC3)c2c1C	-24%
Cc1ccc2[nH]nc(C(=O)N3CCCC(N(C)CCc4ccccc4)C3)c2c1 (stereo unspecified)	?
c1cn(CCCN2CCCC2)c(-c2cc3n(n2)CCCNC3)n1	0%
COc1cc(NC(=O)Cn2cnc(S(=O)(=O)N3CCCC3)c2)cc(OC)c1OC	i
CS(=O)(=O)Nc1ccc([C@H]2OCC(=O)N[C@@H]2CO)cc1	i
Cc1ccc(OCc2cc(C(=O)NC(Cc3ccccc3)c3ccccc3)no2)cn1 (stereo unspecified)	?
CCOC(=O)c1cc(-c2ccccc2)n(-c2cccc(C(=O)N(C)c3ccc(C)cc3)c2)c1C	i

The listing continues.
SMILES	Pf Dd2 growth
CNC(=O)c1noc(CNC(=O)C(c2cccc(F)c2)N(C)C)n1 (stereo unspecified)	-1%
COC1CCOC2(CCN(C(=O)CCn3nc(C)cc3C)CC2)C1 (stereo unspecified)	?
Cc1ccc(NC(=O)CSc2nc3ccc(NC(=O)c4ccco4)cc3s2)cc1	1%
CCOC(=O)c1c(NC(=O)c2ccc(OC)cc2)sc2c1CCCCC2	30%[activator]
CC(C)NC(=O)N1C[C@@H](Oc2cccnc2)C[C@H]1C(=O)N1CCOCC1	8%
COc1cccc(NC(=O)CC2Oc3ccccc3NC2=O)c1 (stereo unspecified)	4%
Cc1ccc(C#N)c(N2CCCC(c3nccn3CC3CCC3)C2)n1 (stereo unspecified)	i
COc1ccc(S(=O)(=O)NCc2ccc(C(=O)NCc3ccccc3)cc2)cc1	-6%
CCOC(=O)c1c(-c2ccccc2)oc2ccc(OCc3cccc(Br)c3)cc12	i
COc1ccc(C(=O)NC2CCN(c3cnn(C)c(=O)c3)CC2)cc1OC	14%
Cc1ccc(C)c(OCc2cc(C(=O)N(C)Cc3cnccn3)no2)c1	-8%
Cc1cccc(OCC(=O)N2CC(c3nnc(C(C)C)o3)C3(CCOCC3)C2)c1 (stereo unspecified)	8%
COc1cccc(Nc2nc3ccc(C)cc3nc2-n2nc(C)cc2C)c1	11%
COCc1nc(-c2ccc(OC3CCN(C(=O)c4nn(C)c5ccccc45)C3)cc2)no1 (stereo unspecified)	?
Cc1c(C(=O)OC(C)C)sc(NC(=O)C2c3ccccc3Oc3ccccc32)c1C(=O)OC(C)C	2.2µM*
CCSc1ncc(Cl)c(C(=O)Nc2nnc(CC)s2)n1	i
Cc1ccc(-c2nc3cc(C(C)C)ccc3o2)cc1NC(=O)c1cc2ccccc2o1	?
CSc1cccc(Nc2cc(C(=O)NCCc3ccc(Cl)cc3)c3ccccc3n2)c1	?
COc1cccc(CC(=O)Nc2ccc(-c3nc4ccccc4s3)cc2)c1	i
CCc1ccc(NC(=O)Cn2c(=O)c(-c3noc(C)n3)c3n(c2=O)CCCC3)cc1	25%
COC(=O)c1scc(-c2ccc(C)cc2)c1S(=O)(=O)Nc1c(C)cc(C)cc1C	i
CN(Cc1ccccc1)C(=O)[C@H]1C[C@@H](O)[C@H](O)[C@@H]2N=C(Nc3ccc(Cl)cc3)S[C@@H]21	7%
CCCCc1ncc[nH]1	-12%[115 µM]
Cc1cc(C(F)(F)F)nn1CC(=O)NC1CCc2n[nH]c(=O)n2CC1 (stereo unspecified)	32%[activator]
O=C(Cc1cccc(Cl)c1)N1CCC2(COc3ccncc3[S+](=O)([O-])N2)C1 (stereo unspecified)	-26%
CN(C)C[C@@H]1CN(c2ccccn2)C[C@H]1NC(=O)c1cccn1C	?
O=C(NCc1ccc(F)cc1)[C@H]1CN2CC[C@H]1C[C@@H]2Cn1cc(C2(O)CCCC2)nn1	-3%[44.1 µM]
CC(=O)c1cccc(NC(=O)CN2C(=O)c3ccccc3Sc3ncccc32)c1	?
NC(c1ccccc1)c1nnc2n1CCN(C(=O)N1CCCCC1)C2 (stereo unspecified)	27%
COc1ccccc1N1CCN(C(=O)C(CCSC)NS(=O)(=O)c2ccc3c(c2)oc(=O)n3C)CC1 (stereo unspecified)	i
COc1ccc(OC)c(S(=O)(=O)N2CCc3nn(CC4CC4)c(=O)n3CC2)c1	-8%
Cc1ccc2c(CN3CCN(c4ccc(Cl)cc4)CC3)cc(=O)oc2c1	-9%
N#Cc1ccc(C(=O)N2CCCC(n3cc(-c4nc(C5CC5)no4)nn3)C2)cc1 (stereo unspecified)	i
Cc1ccc(NC(=O)CCSc2nc(-c3ccc4c(c3)OCO4)cc(C(F)(F)F)n2)c(C)c1	-10%
COc1ccc(-c2cccc(CN3CCCC(C)(NC(C)=O)C3)c2)cc1OC (stereo unspecified)	?
c1ccc2c(c1)COC1(CCNC1)CN2CC1CCCCC1 (stereo unspecified)	13µM*
CN1[C@@H](CCC(=O)NCc2ccccc2)CNC(=O)[C@@H]2[C@H]1CCN2C1CCOCC1	20%[44.1 µM]
O=C(CCc1nc2ccccc2[nH]1)N1CCCOC(Cn2cccn2)C1 (stereo unspecified)	-7%
COc1cccc(-c2nc3cc(SC)ccc3cc2CN(C)Cc2ccno2)c1	?
Cn1cccc1C(=O)N1CCN(c2cc(-c3ccc(Cl)cc3)[nH]n2)CC1	i
CN1C(=O)CCC2(CNC(=O)c3cccc4nccnc34)CCCC=C12 (stereo unspecified)	?
CNC(=O)[C@@H]1C[C@@H](N)CN1C(=O)c1cnc(-c2ccccc2)nc1C	-1%
CCNC(=O)c1cccnc1OC1CCN(C(=O)c2cccc(Cl)c2)C1 (stereo unspecified)	17%
O=C(c1cc(F)c(F)c(F)c1)N1CCC2(CCCNC2)C1 (stereo unspecified)	3%
CCOc1ccc(-c2cc3c(=O)n(CC(=O)NCc4ccc(Cl)cc4)ccn3n2)cc1	i
COCc1ccc2c(c1)c(OC(C)(C)C(=O)NCc1ccncc1)nn2Cc1ccccc1	i
CC(C)c1ccc(CNC(=O)CCC2CCN(C(=O)c3ccccc3F)CC2)cc1	-3%
COc1cc([C@@H]2c3cc4c(cc3[C@H](O)[C@@H](CO)[C@@H]2C(=O)NCC2CC2)OCO4)cc(OC)c1OC	-6%
Cc1cc(=O)n(CC(=O)N2CCCC(C)(Cc3ccc4c(c3)OCO4)C2)nc1C (stereo unspecified)	-14%
CC(C)c1ccc(-c2nc(C(N)=O)c3c(n2)n(-c2ccc4c(c2)OCO4)c(=O)n3C)cc1	27%

The results go on.
SMILES	Pf Dd2 growth
Cc1ccc(S(=O)(=O)c2c(Nc3cc(F)ccc3F)sc(C(=O)c3ccc(F)cc3)c2N)cc1	?
O=C1Nc2ccccc2CC12CCN(Cc1ccccc1C(F)(F)F)C2 (stereo unspecified)	-12%
COc1cc2c(cc1OCc1ccncc1)NC(=O)C21CCN(c2ncc(F)cn2)CC1	?
CCOC(=O)c1sc2ccccc2c1S(=O)(=O)N1CCN(c2cccc(C)c2)C(C)C1 (stereo unspecified)	?
COc1ccc(CNC[C@H]2Cn3c(-c4ccc(Cl)cc4)cnc3CO2)cc1	?
COc1ccc(-c2noc([C@@H]3C[C@@H](O)CN3Cc3ccc(C)cc3)n2)cc1	-26%[44.1 µM]
Cc1ccccc1NC(=O)C1CC(=O)N(c2n[nH]c3cc(Br)ccc23)C1 (stereo unspecified)	14%
COc1ccccc1CN(Cc1ccccc1OC)[C@H]1C[C@@H](Cc2cc(CN3CCOCC3)on2)C1(C)C	?

Structural class: the compounds so far with a Cl atom (13)
SMILES	Pf Dd2 growth
CN1[C@@H](CCC(=O)NCc2cccs2)CNC(=O)[C@@H]2[C@H]1CCN2Cc1cccc(Cl)c1	?
Cc1ccc(S(=O)(=O)N2C[C@@H](C(N)=O)[C@H](C3CCN(C)CC3)C2)cc1Cl	-4%
COC(=O)COc1cccn2c(=O)c(-c3cc(C)n(-c4ccc(Cl)c(Cl)c4)n3)c(C)nc12	?
Cc1cc(C(=O)N2CC[C@@](C)(O)[C@@H](O)C2)c2cc(Cl)ccc2n1	0%
CCSc1ncc(Cl)c(C(=O)Nc2nnc(CC)s2)n1	i
CSc1cccc(Nc2cc(C(=O)NCCc3ccc(Cl)cc3)c3ccccc3n2)c1	?
CN(Cc1ccccc1)C(=O)[C@H]1C[C@@H](O)[C@H](O)[C@@H]2N=C(Nc3ccc(Cl)cc3)S[C@@H]21	7%
O=C(Cc1cccc(Cl)c1)N1CCC2(COc3ccncc3[S+](=O)([O-])N2)C1 (stereo unspecified)	-26%
Cc1ccc2c(CN3CCN(c4ccc(Cl)cc4)CC3)cc(=O)oc2c1	-9%
Cn1cccc1C(=O)N1CCN(c2cc(-c3ccc(Cl)cc3)[nH]n2)CC1	i
CCNC(=O)c1cccnc1OC1CCN(C(=O)c2cccc(Cl)c2)C1 (stereo unspecified)	17%
CCOc1ccc(-c2cc3c(=O)n(CC(=O)NCc4ccc(Cl)cc4)ccn3n2)cc1	i
COc1ccc(CNC[C@H]2Cn3c(-c4ccc(Cl)cc4)cnc3CO2)cc1	?

A portion of the library; rates above refer to the full screens.
